Assay outcomes (PubChem)
KAT2A inh: GCN5L2 (KAT2A) acetyltransferase inhibition. Q92830. GCN5L2 HAT assay, ThioGlo1 CoA-SH fluorescence. Potency, µM (doses to about 58.9 µM), inactives show top-dose activity change, negative = inhibition, most hits filed as inhibitors. actives 0.21% (n = 390,000). AID 504327
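Fluorescence readout, Ex340nm/Em540nm: ThioGlo1 (50uM final) reacts with free CoA thiol released as 20nM GCN5L2 acetylates H3(1-25) peptide (75uM) using acetyl-CoA (70uM). Compound and enzyme sat 15 min beforehand; 20 min room-temperature reaction.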
FEN1 inhibitor: inhibitors of human flap endonuclease 1. P39748. Recombinant FEN1 flap cleavage, fluorescence, 15 min. Potency, µM (doses to about 114 µM), for the others: at the highest dose activity change, negative = inhibition, usual class: inhibitors. actives 0.35% (n = 390,000). AID 588795; note: nearly all actives have a fitted effect of over 65% in size
Target sequence (P39748 whole entry, looked up): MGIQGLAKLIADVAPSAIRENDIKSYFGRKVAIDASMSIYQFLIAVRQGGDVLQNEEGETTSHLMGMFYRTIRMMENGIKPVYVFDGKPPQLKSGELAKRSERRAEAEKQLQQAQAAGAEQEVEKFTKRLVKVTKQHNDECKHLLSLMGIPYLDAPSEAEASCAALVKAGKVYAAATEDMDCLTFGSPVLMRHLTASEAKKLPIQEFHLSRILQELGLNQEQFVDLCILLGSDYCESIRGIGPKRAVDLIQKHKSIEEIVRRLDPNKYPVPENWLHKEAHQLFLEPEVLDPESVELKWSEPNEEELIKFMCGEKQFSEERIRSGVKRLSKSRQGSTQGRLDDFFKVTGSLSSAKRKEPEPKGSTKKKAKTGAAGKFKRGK
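Steps: FEN1 (10 nM) dispensed; compound added by pin tool; 15 min at room temperature; substrate added to 50 nM final; reads at 0 min and 15 min; data normalized and fitted (four-parameter Hill).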
N370S GC: N370S glucocerebrosidase modulation, Gaucher chaperone candidate; actives 0.092% (n = 330,000); Potency, µM (highest dose often 59.4 µM), inactives show top-dose activity change, negative = inhibition, most hits filed as inhibitors; N370S GC spleen homogenate, 4MU-glucoside fluorescence; AID 2101;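 note: 0% = full enzyme activity and -100% = no enzyme basal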
Starred values were filed as active, the others as inactive; ? = inconclusive; / = not tested or not shown; & = joins results of further samples. Calls come from the whole dose curve; as a rule, active = well fitted curve in the direction sought with a large enough effect; inconclusive = small, poorly fitted or top-dose-only effect, or another doubt; inactive = no such curve, though single readings can be large; an effect the other way counts as inactive or inconclusive. Unless noted, % is set by controls: 0 for no effect and ±100 for the full control effect; potency is the fitted concentration of half-maximal effect.

Order of results – KAT2A inh, FEN1 inhibitor, N370S GC
#1 CCCCNC(=O)/C(C#N)=C/c1ccc(C(=O)OC)cc1
    -3.4%, 2.7%, -4.0%
#2 CC(C)CCNC(=O)c1ccc(-c2ccccc2)cc1
    1.9%, /, 11.5%
#3 COc1ccc(CNc2ncnc3ccc(-c4ccoc4)cc23)c(OC)c1
    -19.5%, /, -6.6%
#4 COC(=O)[C@H]1C[C@@H]1[C@H](NC(=O)c1cc(C)on1)c1ccccc1
    0.2%, -5.8%, 6.3%&10.6%
#5 CC(C(=O)N1CCOCC1)(c1ccccc1)c1ccccc1
    -0.3%, -12.3%, 0.6%
#6 Cc1cc(C)n(-c2cc(N3CCN(S(=O)(=O)c4ccc(C)c(C)c4)CC3)ccc2[N+](=O)[O-])n1
    1.6%, -2.5%, 2.5%
#7 Cn1cccc1/C=N/n1c(-c2ccccc2)n[nH]c1=S
    -8.6%, -5.4%, 19.4%
#8 COC(=O)[C@@]12CCCN1[C@H](c1ccc(-c3ccc4c(c3)OCO4)c(OC)c1)[C@H]1C(=O)N(C)C(=O)[C@H]12
    -10.9%, -2.3%, -4.3%
#9 CC(SCc1ccccc1)C(=O)Nc1ccc(F)cc1 (stereo not drawn)
    -8.5%, 4.2%, 3.5%
#10 O=c1c(-c2ccccc2)cnc2n1CCS2
    -2.5%, 17.1%, -7.8%
#11 COc1ccc(C(=O)Nc2ccc(-c3nc4ncccc4o3)cc2)cc1
    -0.5%, 2.8%, /
#12 CC(=O)c1cc(C#N)c(Oc2cccc(C(F)(F)F)c2)nc1C
    28.5%, -2.8%, 7.2%
#13 CC1=C(C(=O)Nc2ccc(C(=O)NCCC(C)C)cc2)SCCO1
    -4.8%, 1.9%, -11.2%
#14 COCCN(C(=O)COC(=O)CSc1ccccc1)c1c(N)n(Cc2ccccc2)c(=O)[nH]c1=O
    -4.4%, 12.6%, -1.2%
#15 CN(C)NC(=S)Nc1ccc2nc(-c3ccccn3)c(-c3ccccn3)nc2c1
    -6.4%, 1.5%, -5.9%

(continued)
Order of results – KAT2A inh, FEN1 inhibitor, N370S GC
#16 Clc1cc(NCc2cccs2)ccc1N1CCOCC1
    1.5%, 0.0%, 3.6%
#17 COc1ccc(Cc2nc3ccccc3n2Cc2ccccc2C)cc1
    -11.5%, -6.6%, /
#18 COc1ccccc1NC(=O)CCc1nnc2ccc(N3CCCCC3)nn12
    -1.9%, -4.2%, 1.1%
#19 COc1ccc(CCNC(=O)c2ccc3c(c2)CCN3S(C)(=O)=O)cc1
    -2.8%, 10.0%, /
#20 C=CCNC(=O)CN1CCC(O)(c2ccc(F)cc2)CC1
    -5.8%, 1.6%, 1.3%
#21 C=CCn1c(C)nc2c(cnn2-c2ccccc2)c1=O
    2.6%, -10.0%, 4.0%
#22 Cn1cc(-c2nc3cnc(Oc4cccc(Cl)c4)nc3n(C3CC3)c2=O)c2ccccc21
    -15.1%, /, 22.5%
#23 COc1cc([N+](=O)[O-])ccc1NC(=S)Nc1cccc(C(=O)O)c1
    -4.3%, 3.5%, 5.0%
#24 CCCOc1ccc(C(=O)Nc2cc(S(=O)(=O)N3CCOCC3)ccc2N2CCOCC2)cc1
    -0.8%, 4.7%, /
#25 COc1ccc(/C=N/NC(=O)C[n+]2ccccc2)c(OC)c1
    -6.5%, -0.7%, 0.4%
#26 CCn1c(COc2ccc(Cl)c(C)c2)nnc1SCC(=O)N1CCCC1
    -22.5%, -3.8%, -1.2%
#27 Cn1c(CC(=O)c2ccc(Br)cc2)[n+](C)c2ccccc21
    -10.5%, -0.4%, -2.9%
#28 COc1ccc(C(=O)N2CCN(C(=O)c3ccco3)CC2)cc1
    -8.5%, -2.6%, -21.8%
#29 COc1ccc(Cl)cc1S(=O)(=O)N1CCCC(C(=O)N2CCOCC2)C1 (stereo not drawn)
    3.1%, 12.4%, -8.7%
#30 Cc1cc(N2CCN(S(=O)(=O)c3ccccc3)CC2)c2ccccc2n1
    -4.7%, -20.8%, ?

Next entries follow.
Order of results – KAT2A inh, FEN1 inhibitor, N370S GC
#31 Cc1cc2c(OCC(O)CNCc3ccco3)cccc2[nH]1 (stereo not drawn)
    -10.0%, 8.2%, -9.0%
#32 COC(=O)COc1nc(C)c2c(c1C#N)CC(C)(C)OC2
    -2.9%, 5.9%, 0.9%
#33 Cc1ccc(S(=O)(=O)N2CCC(=O)N(CCOCc3cccc(C)c3)CC2)cc1
    1.6%, -2.6%, 3.7%
#34 CCCn1c(SCC(=O)NCc2ccco2)nc2c1c(=O)n(C)c(=O)n2C
    -2.1%, -8.3%, 3.0%
#35 COc1ccc(N(CCC#N)C(=O)/C(C#N)=C\c2cccs2)cc1
    -12.3%, -4.4%, -1.8%
#36 CC(=O)N1C(c2ccccc2O)C[C@]2(C)CC(=O)NC12 (stereo partly drawn)
    -6.8%, -4.6%, -10.9%
#37 Cc1nnsc1C(=O)NC1CCCc2c1cnn2-c1cc(F)cc(F)c1 (stereo not drawn)
    -11.3%, -3.1%, -9.2%
#38 CCOc1ccc(C(=O)Nc2ccc3nc4c(c(Nc5ccccc5OC)c3c2)CCCC4)cc1
    -16.0%, -22.6%, /
#39 COc1ccc(/C=C/C(=O)c2ccc3c4c(cccc24)CC3)cc1OC
    -9.8%, -10.9%, 5.2%
#40 Cc1nn(C(C)C(=O)NCCCN2CCCC2)c(=O)c2nn(-c3ccccc3)c(C)c12 (stereo not drawn)
    -0.4%, 16.7%, 0.7%
#41 O=P(Cc1cc(Br)cc(Br)c1OCCO)(c1ccccc1)c1ccccc1
    -6.7%, -11.9%, 16.4%
#42 CCCCOc1ccc(Cl)cc1CSc1n[nH]c(C)n1
    -5.5%, -6.0%, 5.7%
#43 C/C(CC(=O)Nc1ccccn1)=N\NC(=O)c1ccc([N+](=O)[O-])cc1Cl
    -5.7%, -29.7%, -0.4%
#44 COc1ccc(-n2nnc3c(=O)n(CC(=O)NCC4CCCO4)cnc32)cc1 (stereo not drawn)
    -8.4%, 10.6%, ?
#45 Cc1cc(OCC(=O)N2CCCC2)cc(C)c1Cl
    -7.1%, 2.9%, 4.4%

Following part.
Order of results – KAT2A inh, FEN1 inhibitor, N370S GC
#46 Oc1[nH]c2ccccc2c1C=Nc1ccccc1
    -2.4%, -13.9%, 4.5%
#47 Cc1ccc(CNC(=O)COC(=O)c2cncc(Br)c2)cc1
    -7.6%, -0.2%, 9.7%
#48 COc1cc(C2/C(=C(/O)c3ccc(OCC(C)C)cc3)C(=O)C(=O)N2CCN(C)C)ccc1O (stereo not drawn)
    -7.7%, 2.4%, -2.0%
#49 Cc1csc2nc(-c3ccc(NS(=O)(=O)c4cc(F)ccc4F)cc3)cn12
    -4.0%, -16.1%, /
#50 COc1ccc(S(=O)(=O)NCc2ccco2)c2ccccc12
    4.9%, -0.5%, 3.5%
#51 COc1ccc(S(=O)(=O)N2CCCC2CNC(=O)C(=O)NCc2ccccn2)cc1 (stereo not drawn)
    -2.4%, -1.9%, -7.8%
#52 Nn1c(SCc2cccc3ccccc23)nnc1-c1ccco1
    -5.4%, -7.0%, 3.2%
#53 O=C(N=C1SC2CS(=O)(=O)CC2N1c1ccccc1C(F)(F)F)C1CCCO1 (stereo not drawn)
    -1.9%, -16.4%, -6.5%
#54 CSCCC(NC(=O)c1ccco1)C(=O)NCCc1ccc(F)cc1 (stereo not drawn)
    3.0%, -7.2%, /
#55 CCO/N=C(/C)c1c(O)cc(-c2ccccc2)n(-c2ccccc2)c1=O
    -1.0%, -2.5%, 3.6%
#56 O=C(CCl)N(Cc1cc(=O)[nH]c2ccccc12)c1ccccc1
    3.0%, -14.4%, -11.1%
#57 O=C(NCCc1ccccc1)c1ccc(CSc2nc3cccnc3n2Cc2ccc(F)cc2)cc1
    -4.7%, -8.9%, /
#58 COc1cc(O)c(NC(C)=O)c2nonc12
    -8.4%, -10.5%, -0.7%
#59 CCOC(=O)c1cc2c(=O)n3ccccc3nc2n(CC2CCCO2)c1=NC(=O)c1cccc(C)c1 (stereo not drawn)
    -0.1%, -18.7%, /
#60 COc1ccc2c(CC(=O)N[C@@H](Cc3c[nH]c4ccccc34)C(=O)O)cc(=O)oc2c1
    -6.2%, 0.5%, 3.7%

Going on with the list.
Order of results – KAT2A inh, FEN1 inhibitor, N370S GC
#61 Cc1csc(NC(=O)c2ccco2)n1
    -3.2%, 1.5%, -10.8%
#62 Cc1cccc(NC(=S)N(CCc2ccncc2)C(C)C)c1C
    1.3%, 15.6%, -2.0%
#63 C=CCOC(=O)C1=C(C)NC(C)=C(C(=O)OCC=C)C1c1ccc(C)o1
    -12.4%, ?, 14.3%
#64 CC(C)CCNC(=O)C1c2ccccc2Oc2ccccc21
    -4.1%, -1.3%, -9.3%
#65 Cc1cc(NC(=O)c2ccc(C)s2)n(-c2nc3ccccc3[nH]2)n1
    1.1%, 3.3%, -1.1%
#66 CN(C)c1ccc(NC(=O)CCn2c(=S)oc3ccccc32)cc1
    1.7%, -7.8%, -6.3%
#67 COc1ccc(N(C(=O)c2ccn[nH]2)C(C(=O)NC2CCCC2)c2ccc(F)cc2)cc1 (stereo not drawn)
    -1.1%, 5.6%, -9.7%
#68 O=C(Nc1ccc(Cl)cc1)OC(CN1CCCCC1)C(F)(F)F (stereo not drawn)
    -15.0%, -12.8%, -7.8%
#69 COC(=O)c1cc(CNC(=O)C(C)NS(=O)(=O)c2ccc(C)c(C)c2)ccc1OC (stereo not drawn)
    0.1%, 10.2%, 0.8%
#70 COc1ccc(Cl)cc1NC(=S)NCc1cccs1
    -4.9%, -1.9%, 4.2%
#71 O=C(Nc1ccc(F)cc1)c1cc2cc3ccc(Cl)cc3nc2o1
    -5.3%, -2.3%, /
#72 COc1ccc(CNC(=O)CN2C(=O)NC(C)(c3cccc4ccccc34)C2=O)cc1OC (stereo not drawn)
    -5.4%, 8.3%, -6.1%
#73 COc1ccc(C(=O)Nn2c(C)ccc2C)cc1OC
    -22.9%, 3.1%, -9.1%
#74 COc1cc(NC(=O)c2cc(-c3ccccc3)nc3c2cnn3C(C)C)cc(OC)c1OC
    -25.8%, -22.2%, /
#75 Cc1cc(C(=O)OCC(=O)Nc2cccc(S(N)(=O)=O)c2)c(C)o1
    1.7%, -9.2%, /

(list continues)
Order of results – KAT2A inh, FEN1 inhibitor, N370S GC
#76 COc1ccc(NC(=O)[C@H](C)NC(=O)C2CCN(S(=O)(=O)c3ccc(C)cc3)CC2)cc1
    -1.4%, 3.7%, -5.0%
#77 COc1ccc(CCNC(=O)[C@@H](NC(N)=O)C(C)C)cc1
    -2.5%, -1.9%, 3.1%
#78 COc1ccc(NC(=O)CSc2ccc(-c3cccnc3)nn2)cc1
    -2.7%, 1.9%, -12.5%
#79 CCC(C)c1ccccc1OCC(=O)Nc1ccc(S(=O)(=O)Nc2cc(C)on2)cc1 (stereo not drawn)
    -4.3%, 13.0%, /
#80 c1ccc(CNCCC(Cc2ccccc2)c2ccco2)cc1 (stereo not drawn)
    2.4%, 3.8%, -11.9%
#81 Cc1ccccc1NC(=O)NC1(C(=O)NCC2CCCO2)CCCCC1 (stereo not drawn)
    -0.3%, -4.1%, -4.1%
#82 O=c1cnc2ccccc2n1Cc1ccccc1C(F)(F)F
    -3.7%, -11.1%, 3.0%
#83 O=C(c1ccncc1)c1ccc(NC(=O)c2cccs2)cc1
    -5.0%, 3.7%, 4.5%
#84 CCOC(=O)Nc1ccc(Oc2ccccc2)cc1
    2.3%, -18.3%, 1.2%
#85 CCCOc1ccc(N2CC(C(=O)Nc3ccccc3OC)CC2=O)cc1 (stereo not drawn)
    -1.5%, 16.7%, -18.0%
#86 COc1cccc(NC(=O)/C=C/c2ccco2)c1
    -5.4%, -1.0%, -5.4%
#87 COc1cccc(CNCCOCCO)c1OC
    0.6%, -7.5%, 16.0%
#88 CC(C)(C)C1=NN=C2c3ccccc3C(=O)C21 (stereo not drawn)
    -8.1%, -3.4%, 9.1%

Among those listed so far, these have a Cl atom.
Order of results – KAT2A inh, FEN1 inhibitor, N370S GC
#16 Clc1cc(NCc2cccs2)ccc1N1CCOCC1
    1.5%, 0.0%, 3.6%
#22 Cn1cc(-c2nc3cnc(Oc4cccc(Cl)c4)nc3n(C3CC3)c2=O)c2ccccc21
    -15.1%, /, 22.5%
#26 CCn1c(COc2ccc(Cl)c(C)c2)nnc1SCC(=O)N1CCCC1
    -22.5%, -3.8%, -1.2%
#29 COc1ccc(Cl)cc1S(=O)(=O)N1CCCC(C(=O)N2CCOCC2)C1 (stereo not drawn)
    3.1%, 12.4%, -8.7%
#42 CCCCOc1ccc(Cl)cc1CSc1n[nH]c(C)n1
    -5.5%, -6.0%, 5.7%
#43 C/C(CC(=O)Nc1ccccn1)=N\NC(=O)c1ccc([N+](=O)[O-])cc1Cl
    -5.7%, -29.7%, -0.4%
#45 Cc1cc(OCC(=O)N2CCCC2)cc(C)c1Cl
    -7.1%, 2.9%, 4.4%
#56 O=C(CCl)N(Cc1cc(=O)[nH]c2ccccc12)c1ccccc1
    3.0%, -14.4%, -11.1%
#68 O=C(Nc1ccc(Cl)cc1)OC(CN1CCCCC1)C(F)(F)F (stereo not drawn)
    -15.0%, -12.8%, -7.8%
#70 COc1ccc(Cl)cc1NC(=S)NCc1cccs1
    -4.9%, -1.9%, 4.2%
#71 O=C(Nc1ccc(F)cc1)c1cc2cc3ccc(Cl)cc3nc2o1
    -5.3%, -2.3%, /
